Compound activity from PubChem.
uPA surface inh: qHTS for Inhibitors of Cell Surface uPA Generation | AID 540303, 2011 | cell surface uPA generation assay, qHTS | Potency, µM (highest dose often 38.3 µM), without a hit: at the top dose activity change, negative = inhibition, hits mostly inhibitors | 330,000 tested, 0.31% active; active = well fitted inhibition curve with a large enough effect; inconclusive = small, poorly fitted or top-dose-only effect; inactive = no such curve, though single readings can be large or run the other way; tested in mouse RAW 264.7 cells; also: % is scaled to controls: 0 for no effect and ±100 for the full control effect; nearly all actives have a fitted effect of over 55% in size
BRCA1 expr act: qHTS Assay to Identify Small Molecule Activators of BRCA1 Expression; MCF7-BRCA1-FFLuc reporter, luminescence, 48 h; response scale: scaled: vehicle 0%, 10 µM genistein 100%; Potency, µM (series often up to 46.1 µM), for inactives: at the top dose activation, hits mostly activators; 380,000 tested, 1.1% active; also: nearly all actives have a fitted effect of over 80% in size; some results filed as inactive show a strong effect at the top dose
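Quantitative HTS in MCF7 cells stably reporting BRCA1 expression via firefly luciferase. Compound treatment lasts 48 h at 37 °C in phenol-red free MEM. Activation is expressed relative to genistein at 10 microM and DMSO.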
MLL CXXC-DNA inh: qHTS Fluorescence Polarization Assay for Inhibitors of MLL CXXC domain - DNA interaction; Histone-lysine N-methyltransferase 2A (Homo sapiens), Q03164; MLL-CXXC / FITC-HOXA9 DNA fluorescence polarization; Potency, µM (series often up to 115 µM), without a hit: at the top dose activity change, negative = inhibition, usual class: inhibitors; 290,000 tested, 0.037% active; AID 2662, 2010; active = well fitted inhibition curve with a large enough effect in the polarisation, with a control signal flat, not every such curve was filed as active; inconclusive = small, poorly fitted or top-dose-only effect, or effect the other way, or a change in a side signal; inactive = no such curve, though single readings can be large or run the other way; the % refers to the polarisation
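Fluorescence polarization: 7 uM MLL-CXXC (stock) preincubated 5 min with compounds, then 50 nM fluorescein-HOX-A9 DNA (stock) added; 30 min ambient. Buffer 50 mM Tris-HCl pH 7.5, 50 mM NaCl, 1 mM DTT, 0.05% BSA.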
VP16 counter: VP16 counterscreen qHTS for inhibitors of ROR gamma transcriptional activity | Drosophila S2 Gal4-VP16 UAS-luciferase, luminescence, 20 h | Potency, µM (top dose mostly 53.6 µM), for inactives: at the top dose activity, negative = inhibition, hits mostly inhibitors | 310,000 tested, 3.5% active;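 also: Gal4-VP16 expression switched on by copper sulfate through the metallothionein promoter; % is scaled to controls: 0 for no effect and ±100 for the full control effect; nearly all actives have a fitted effect of over 50% in size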
Rab9 prom act: qHTS Assay for Rab9 Promoter Activators; Huh7 Rab9 promoter-luciferase reporter, luminescence, 24 h; 320,000 tested, 2.8% active; Potency, µM (top dose mostly 9.22 µM), inactives show at the top dose activation, negative = inhibition, usual class: activators; also: % of control where 0% means no effect; nearly all actives have a fitted effect of over 60% in size
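Huh7 cells stably carrying Rab9 promoter–luciferase reporter, plated 1500 cells/well, compound added after 2 h and incubated 24 h at 37 °C; luciferase luminescence then read after 10 min with detection reagent.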
FLuc counter: qHTS profiling assay for firefly luciferase inhibitor/activator using purifed enzyme and Km concentrations of substrates (counterscreen for miR-21 project); purified FLuc, Km substrates, luminescence inhibition; Luciferin 4-monooxygenase (Photinus pyralis), P08659; 360,000 tested, 6.9% active; Potency, µM (doses to about 57.5 µM), without a hit: top-dose activity change, negative = inhibition, actives largely listed as inhibitors; AID 588342, 2011;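 also: plate controls were vehicle for no effect and reference inhibitor for full effect; nearly all actives have a fitted effect of over 55% in size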
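Purified P. pyralis luciferase (10nM final) with 10uM D-luciferin and 10uM ATP (Km levels) in 50mM Tris acetate pH 7.5, 10mM Mg acetate, 0.01% Tween-20, 0.05% BSA; qHTS 6-point titration, ~60 µM downward; luminescence read.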
RORgamma inh: qHTS for inhibitors of ROR gamma transcriptional activity. Nuclear receptor ROR-gamma (Mus musculus), P51450. Drosophila S2 Gal4-RORgamma UAS-luciferase reporter, 20 h. Potency, µM (series often up to 53.6 µM), inactives show at the highest dose activity change, negative = inhibition, hits mostly inhibitors. 310,000 tested, 5.4% active; also: % is scaled to controls: 0 for no effect and ±100 for the full control effect; nearly all actives have a fitted effect of over 60% in size
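Using a luciferase readout, inhibitors were identified by reduced reporter activity in Drosophila cells coexpressing a copper-inducible Gal4–ROR gamma fusion and UAS-driven Photinus luciferase, incubated 20 hr after 700 uM copper sulfate.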
NPC1 promoter act: qHTS Assay for NPC1 Promoter Activators; Potency, µM (doses to about 9.22 µM), without a hit: at the top dose activation, actives largely listed as activators; Huh7 NPC1 promoter luciferase reporter, 24 h; 320,000 tested, 2.4% active;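 also: % of control where 0% means no effect; nearly all actives have a fitted effect of over 60% in size; reporter is driven by a mutant NPC1 promoter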
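Huh7 reporter cells (NPC1 promoter driving luciferase) are dosed with compound for 24 h at 37 °C, 5% CO2; luciferase detection reagent is then added and luminescence measured after 10 min at ambient temperature.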
ELG1 genotox: qHTS screen for small molecules that induce genotoxicity in human embryonic kidney (HEK293T) cells expressing luciferase-tagged ELG1. HEK293T ELG1-luciferase reporter, luminescence, 16 h. Potency, µM (titrated, usually from 46 µM), for the others: at the highest dose activity change, positive = activation, usual class: activators. 330,000 tested, 1.3% active. AID 504466, 2011; also: % of control where 0% means no effect; nearly all actives have a fitted effect of over 60% in size
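Genotoxicity was scored as increased ELG1-luciferase reporter signal, measured by ONE-Glo luminescence (30 min, room temperature). Compound or vehicle exposure of the HEK293T reporter cells lasted 16 hr at 37°C.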
p53 reactivation: qHTS assay for re-activators of p53 using a Luc reporter; H1299 p53-A138V BP100-luciferase reporter, luminescence, 24 h; Potency, µM (top dose mostly 92.2 µM), for inactives: at the highest dose activity change, positive = activation, hits mostly activators; 320,000 tested, 0.063% active; also: % of control where 0% means no effect; nearly all actives have a fitted effect of over 45% in size
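H1299 (p53-null), stable ts p53-A138V + BP100-Luc; 1000 cells/well, Opti-MEM/10% FBS; cpd 4 pt, 1:5; 24 h, 37 deg C, 5% CO2; detection reagent 10 min RT; luminescence.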
MBNL1-CUG inh: qHTS Assay for Inhibitors of MBNL1-poly(CUG) RNA binding; Muscleblind-like protein 1 (Homo sapiens), Q9NR56; TR-FRET MBNL1-His/biotin-(CUG)12 binding, 665/545 ratio; Potency, µM (top dose mostly 57.5 µM), for inactives: at the highest dose activity change, negative = inhibition, hits mostly inhibitors; 280,000 tested, 0.036% active; AID 2675, 2010; active = well fitted inhibition curve with a large enough effect in the signal ratio, with a control signal flat, not every such curve was filed as active; inconclusive = small, poorly fitted or top-dose-only effect, or effect the other way, or a change in a side signal; inactive = no such curve, though single readings can be large or run the other way; the % refers to the signal ratio; also: % is scaled to controls: 0 for no effect and ±100 for the full control effect
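Compounds (final 92 nM to 58 uM) are added to His-tagged MBNL1 and biotin-(CUG)12, then terbium anti-His antibody and streptavidin-XL665 (5 nM final). After 60 min at room temperature, the 665/545 nm ratio is read.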
* = called active by the depositor; u = inconclusive; x = not tested or not shown; [ ] = dose if it differs, or a comment. Unless noted, calls follow the shape of the dose curve; as a rule, active = well fitted curve in the direction sought with a large enough effect; inconclusive = small, poorly fitted or top-dose-only effect, or another doubt; inactive = no such curve, though single readings can be large; an effect the other way counts as inactive or inconclusive. Potency is read from the fitted curve at half-maximal effect.

Sequence of screens – uPA surface inh	BRCA1 expr act	MLL CXXC-DNA inh	VP16 counter	Rab9 prom act	FLuc counter	RORgamma inh	NPC1 promoter act	ELG1 genotox	p53 reactivation	MBNL1-CUG inh
- COC(=O)c1ccc(C2Nc3ccccc3NC3=C2C(=O)CC(C)(C)C3)cc1 (configuration not stated)
  8%	-8%	1%	2%	0%	0%	-3%	3%	3%	0%	-5%
- CC(=O)N(Cc1ccccc1C)c1cccc(C)c1C
  3%	-6%	-2%	3%	-1%	2%	-6%	-3%	-6%	-3%	0%
- CCOc1ccccc1NC(=O)CSc1nnc(CNC(=O)c2c(F)cccc2Cl)o1
  1%	-23%	-3%	6%	2%	-1%	10%	3%	7%	-2%	-9%
- O=C(CNC(=O)c1ccccc1)N=Nc1c(O)[nH]c2ccc(Br)cc12
  1%	-26%	-7%	u	-6%	0%	-41%	-2%	0%	-3%	u
- COc1ccc(C(=O)OC2CCN(c3ncc(C(F)(F)F)cc3Cl)CC2)cc1
  4%	0%	15%	-8%	-1%	u	-10%	-4%	-1%	-4%	2%
- O=C(Nc1ccncc1)c1c(F)c(F)c(F)c(F)c1F
  -6%	-36%	-6%	-25%	2%	-15%	u	-6%	-3%	u	-1%
- COc1ccc(C(=O)c2ccc(N3CCOCC3)cc2)c(OC)c1
  2%	0%	-6%	5%	4%	u	16%	1%	1%	11%	4%
- c1cc(C2CCN(Cc3nc(-c4ccc5c(c4)OCO5)no3)CC2)ccn1
  0%	-3%	6%	u	-23%	-1%	-23%	-10%	-8%	-1%	-9%
- Cc1cc(C)c2c(CC(=O)O)c(C)[nH]c2c1
  -3%	-23%	3%	9%	-2%	-9%	3%	1%	-1%	-1%	-14%
- O=C(CNC(=O)c1ccccc1F)NCCOc1ccccc1Cl
  -1%	3%	24%	-1%	0%	2%	-2%	-3%	1%	-7%	-11%
- COc1cccc(/C=N/N2CCN(C)CC2)c1
  3%	13%	15%	-8%	16%	u	-8%	8%	13%	17%	-10%
- Cc1ccccc1NC(=S)NCc1ccc2[nH]c3c(c2c1)CCCC3
  16%	-28%	30%[activator]	3.5µM*	-11%	0%	1.6µM*	0%	9%	-1%	-16%
- COc1ccc(/C=N/NC(=O)c2ccccc2OCc2ccccc2)c(OC)c1
  0%	-23%	-1%	1%	1%	17µM*	9%	-2%	-12%	1%	-3%
- COc1ccc(NC(=S)N2CCC(C(=O)c3ccc(OC)cc3)CC2)cc1
  -3%	-1%	6%	-4%	0%	12µM*	-22%	-1%	-12%	-2%	2%
- CC(C)C(c1nnnn1CCc1ccccc1)N1CCOCC1 (configuration not stated)
  -3%	-10%	3%	-3%	1%	0%	27%	-1%	0%	-28%	3%
- COc1ccc2c(c1OC)C(=O)N1C2SC(C)(C)[C@H]1C(=O)NCC(C)C (some centres not stated)
  -14%	-14%	15%	10%	11%	5%	20%	1%	-2%	-5%	10%
- CN1CCN(CC#CC2(O)CCCCC2)CC1
  12%	10%	-5%	-7%	22%	-1%	-4%	14%	7%	3%	-9%
- NCCS(=O)(=O)NC1CCCCC1
  2%	-9%	-7%	2%	9%	3%	-15%	-5%	0%	3%	12%
- O=C(O)CCCN(Cc1cccc(Br)c1)S(=O)(=O)c1ccc(Br)cc1
  -6%	-8%	-2%	-10%	7%	u	30%	2%	-4%	-8%	u
- Cc1ccc2nc(C)cc(N3CCOCC3)c2c1
  -7%	-15%	1%	5%	x	0%	-26%	x	x	x	8%
- Cc1ccccc1N1CCN(S(=O)(=O)c2ccc3oc(=O)ccc3c2)CC1
  -3%	4%	9%	u	-14%	3%	u	-4%	-7%	-10%	-5%
- COc1ccc(/C=C2\Oc3cc(OCC(=O)N4CCC[C@H]4C(=O)O)ccc3C2=O)c(OC)c1
  -12%	-6%	u	2%	-2%	12µM*	24%	0%	-2%	13%	31%[activator]
- COc1ccc2[nH]c3c(c2c1)CCN1C(=O)N([C@@H](C)C(=O)NCc2ccc(C)cc2)C(=O)[C@]31C
  9%	-28%	4%	-4%	-6%	0%	-18%	0%	0%	9%	-10%
- CC(C)Oc1cccc(C(=O)Nc2ccc(CN3CCOCC3)cc2)c1
  -1%	-40%	0%	-4%	1%	12µM*	-44%	6%	-4%	4%	0%
- O=Cc1ccc(O)c2ncccc12
  -13%	-80%[inhibitor]	11%	0.56µM*	-48%[inhibitor]	0%	1µM*	-32%[inhibitor]	-11%	28%	24%
- CCC(C(=O)N(C(C)C)C(C)C)c1ccccc1 (configuration not stated)
  17%	6%	x	x	4%	4%	x	-6%	-2%	2%	x
- Cc1ccc2c(c1)C1CN(C)CCC1N2S(=O)(=O)c1ccc(C#N)cc1 (configuration not stated)
  -23%	-6%	x	x	-4%	x	x	-3%	1%	u	x
- CCOc1ccc(S(=O)(=O)Nc2cc(F)ccc2F)c2cccnc12
  -2%	-23%	5%	-2%	0%	0%	u	-5%	20%	1%	1%
- CCOC(=O)C1CCN(CC(O)COc2ccc(C(=O)CC)cc2)CC1 (configuration not stated)
  -3%	10%	0%	-5%	-3%	-1%	0%	1%	0%	0%	0%
- CN(C)S(=O)(=O)c1cccc(NC(=O)COc2cccc(C#N)c2)c1
  -9%	21%	-2%	1%	-4%	-18%	20%	-1%	2%	2%	-6%
- Cc1ccc(-n2[nH]c(C)c(C=Nc3cc(C)ccn3)c2=O)cc1
  -8%	-6%	5%	x	1%	u	-2%[0.365 µM]	-4%	7%	14%	-1%
- CS(=O)(=O)N1CCN(C2C3CC4CC(C3)CC2C4)CC1 (configuration not stated)
  3%	-6%	-13%	4%	2%	2%	0%	-1%	-6%	4%	3%
- Cc1cccc(OCC(=O)N2CCN(C(=O)c3ccc([N+](=O)[O-])cc3)CC2)c1
  -5%	3%	4%	5%	1%	0%	-14%	0%	0%	-9%	u
- COc1cc(C(=O)N2c3ccccc3CCC2C)cc(OC)c1OC (configuration not stated)
  6%	-8%	-5%	-6%	-6%	-1%	-18%	-3%	-14%	9%	1%
- CC(=O)c1cccc(NC(=O)C(C)OC(=O)/C=C/c2cccs2)c1 (configuration not stated)
  5%	-17%	x	x	-4%	-2%	x	1%	5%	17%	x
- O=C(N/N=C/C=C\c1ccccc1[N+](=O)[O-])c1ccncc1
  -2%	-22%	-18%	u	-10%	-2%	10µM*	2%	0%	16%	u
- Cc1ccc(NC(=O)CSc2ncccc2C(=O)Oc2cccc([N+](=O)[O-])c2)cc1Cl
  -3%	u	-3%	u	u	u	u	4.5µM*	23µM*	u	-5%
- C#CCOCCOCCOCCNc1nc(N2CCN(C(=O)CCCCCCCCCCNC(=O)[C@H]([C@@H](C)CC)n3cc(CCCCN=C(N)N)nn3)CC2)nc(N2CCN(C(=O)CCCCCCCCCCNC(=O)[C@H](CCCN=C(N)N)n3cc(C[C@@H](C)CC)nn3)CC2)n1
  x	x	x	x	2%	u	x	-2%	0%	-9%	x
- O=C(Nc1cc(S(=O)(=O)N2CCCCC2)ccc1O)c1ccccc1NS(=O)(=O)c1ccc(F)c(F)c1
  0%	-8%	-6%	-2%	1%	-6%	u	-2%	-2%	-4%	-3%
- Cc1cccc(C)c1NC(=S)N/N=C/c1c(Cl)cccc1Cl
  1%	-29%	-6%	2.5µM*	-7%	1%	0.5µM*	0%	0%	4%	-2%

Some of the compounds tested, so the mix of outcomes need not match the whole.
